Screening data (PubChem)
PfM18AAP inh = blocks P. falciparum M18 aspartyl aminopeptidase; recombinant PfM18AAP, H-Glu-NHMec fluorogenic cleavage; inhibition, % at 7.35 µM; 290,000 compounds, 1.2% hits; AID 1822;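 active = inhibition above the campaign mean inhibition over all tested compounds plus 3 SD, cut at about 28% in these data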;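 also: 0% = plate median of test compound wells and 100% = 2 mM ZnCl2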
NALP1 yeast inh = blocks the NALP1 inflammasome reconstituted in yeast | S. cerevisiae NALP1/ASC/caspase-1 growth, X-gal OD620, 72 h | inhibition, % at 10 µM | 280,000 compounds, 0.61% hits | AID 2071; in the data active = inhibition mostly above about 24%, no sharp cut-off; inactive = mostly below about 32%; also: some compounds called inactive have numbers as strong as hits
IDE cell inh = inhibitors of human insulin-degrading enzyme in cells; P14735; 320,000 compounds, 0.41% hits; inhibition, % at 5.59 µM; HEK cells, FAbetaB cleavage, fluorescence polarization;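 active = percent inhibition above the average of all tested compounds plus 3 SD, set per screening campaign, cut at about 16% in these data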;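 also: IDE supplied by intact live HEK cells; FP after avidin binding of uncleaved biotin substrate so inhibition keeps polarization high; 0% = DMSO wells and 100% = 60 µM reference IDE inhibitor Ii1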
Target sequence (P14735 whole entry, looked up): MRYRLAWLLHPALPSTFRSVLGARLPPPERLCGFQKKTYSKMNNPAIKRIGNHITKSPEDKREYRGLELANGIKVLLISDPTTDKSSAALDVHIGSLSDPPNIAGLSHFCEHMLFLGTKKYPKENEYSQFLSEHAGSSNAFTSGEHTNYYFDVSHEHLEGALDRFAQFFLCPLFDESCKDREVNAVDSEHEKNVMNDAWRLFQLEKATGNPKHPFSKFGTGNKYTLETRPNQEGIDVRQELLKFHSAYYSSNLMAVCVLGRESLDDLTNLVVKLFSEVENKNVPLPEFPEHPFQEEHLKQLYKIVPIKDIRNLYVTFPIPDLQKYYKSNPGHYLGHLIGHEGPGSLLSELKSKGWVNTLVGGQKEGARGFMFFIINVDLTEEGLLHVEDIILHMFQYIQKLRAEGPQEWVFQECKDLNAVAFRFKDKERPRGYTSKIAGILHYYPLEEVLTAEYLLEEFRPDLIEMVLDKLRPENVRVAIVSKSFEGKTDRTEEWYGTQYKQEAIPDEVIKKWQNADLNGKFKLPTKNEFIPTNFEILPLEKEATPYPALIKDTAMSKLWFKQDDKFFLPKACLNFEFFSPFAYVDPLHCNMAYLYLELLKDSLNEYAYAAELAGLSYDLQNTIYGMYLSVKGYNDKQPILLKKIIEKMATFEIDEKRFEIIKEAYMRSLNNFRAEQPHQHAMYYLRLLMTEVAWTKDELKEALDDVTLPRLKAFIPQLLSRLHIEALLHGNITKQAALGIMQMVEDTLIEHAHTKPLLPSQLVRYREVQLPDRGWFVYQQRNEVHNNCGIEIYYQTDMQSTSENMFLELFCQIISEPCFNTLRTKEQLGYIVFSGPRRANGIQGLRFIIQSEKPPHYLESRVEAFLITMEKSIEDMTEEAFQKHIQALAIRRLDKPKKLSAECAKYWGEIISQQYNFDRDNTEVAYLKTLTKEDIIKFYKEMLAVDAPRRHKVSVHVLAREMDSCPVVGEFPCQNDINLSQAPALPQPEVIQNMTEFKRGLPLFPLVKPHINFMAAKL
IMP-1 inh = inhibitors of Pseudomonas aeruginosa IMP-1 metallo-beta-lactamase | purified IMP-1, nitrocefin hydrolysis, epi-absorbance fluorescence | 290,000 compounds, 0.45% hits | inhibition, % at 5.6 µM;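 active = inhibition above the mean plus 3 SD of all compounds in the same screening run, cut at about 4.5% in these data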;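 also: 0% = IMP-1 with DMSO and 100% = DMSO wells lacking enzyme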
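Test system: recombinant IMP-1 enzyme, purified / Medium: HEPES buffer pH 7.1 with ZnSO4 and Brij 35 / Doses: single dose, 5.6 µM / Times: 25 °C, 15 min preincubation, 25 min reaction / Detection: Epi-absorbance via hydrolysed-nitrocefin quenching of white-plate fluorescence, 480/530 nm, EDTA stop / Evaluation: percent inhibition from optical density relative to buffer-blank wells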
GPR7 antagonist = antagonists of human GPR7 (neuropeptides B/W receptor 1); P48145; 290,000 compounds, 1.1% hits; GPR7-expressing cells, fluorescence antagonist assay; inhibition, % at 4.4 µM; in the data active = inhibition above about 16%, passing the limit was not always enough;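 also: cells stimulated with the agonist NPW; 0% = agonist with vehicle and 100% = vehicle without agonist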
PHOSPHO1 inh = blocks human PHOSPHO1 phosphatase activity. Q8TCT1. recombinant PHOSPHO1, absorbance phosphatase assay. inhibition, % at 13.3 µM. 290,000 compounds, 1.1% hits. AID 1565; in the data active = inhibition above about 60%
VIM-2 inh = blocks Pseudomonas aeruginosa VIM-2 metallo-beta-lactamase; 290,000 compounds, 0.89% hits; inhibition, % at 5.6 µM; AID 1527; purified VIM-2, nitrocefin hydrolysis, epi-absorbance fluorescence;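 active = inhibition above the mean of all tested compounds plus 3 SD, cutoff set per screening run, cut at about 7.5% in these data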;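 also: red hydrolysis product quenches plate fluorescence so inhibitors raise well fluorescence; 0% = enzyme with DMSO and 100% = DMSO without enzyme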
p-CIP stab down = compounds decreasing mouse p/CIP protein stability; Q05BA5; F442A p/CIP-EGFP cells, EGFP fluorescence, 16 h; decrease of EGFP signal, % at 10 µM; 290,000 compounds, 0.01% hits; AID 1984;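 active = EGFP signal decrease of at least 30% at 10 µM or well 3 SD below plate mean, unless failing retest; inactive = the rest, including hits failing retest or dose response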; also: some compounds called inactive have numbers as strong as hits; many of its hits are not listed in these tables
IDE cell activ = activators of human insulin-degrading enzyme in cells; AID 493087; HEK cells, FAbeta-B cleavage, fluorescence polarization; 0% vehicle, 100% cell-free pure enzyme wells; activation, % at 5.96 µM; 340,000 compounds, 0.073% hits; P14735;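 active = activation above the mean of all tested compounds plus 3 SD, set per screening campaign, cut at about 17% in these data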
Numbers without * were called inactive; x = no result given.

No.	PfM18AAP inh	NALP1 yeast inh	IDE cell inh	IMP-1 inh	GPR7 antagonist	PHOSPHO1 inh	VIM-2 inh	p-CIP stab down	IDE cell activ	compound
1	-2	14	-1	-0.6	2	8	0.0	17	6	CCN(c1ccccc1)S(=O)(=O)c1ccc(OC)c(NC(=O)CN(C)C)c1
2	2	9	1	-1.8	-6	30	-2.9	-1	5	O=C(O)c1cc2cc(Oc3ccccc3)ccc2[nH]1
3	-1	14	-2	-0.8	1	29	-1.4	12	-1	CCc1c(C(=O)NC2CCCc3ccccc32)[nH]c(C)c1C(C)=O (centres undefined)
4	10	23	9	-2.5	-8	4	8.6*	-10	5	CC(C)(C)C(=O)Nc1nnc(SCC(=O)NCc2ccco2)s1
5	-3	33	3	-2.6	-8	-12	-3.6	3	-1	O=C(NCc1ccc2c(c1)OCO2)c1ccc2c(c1)N(Cc1c(F)cccc1Cl)C(=O)CS2
6	-8	34	-1	-0.9	5	4	0.5	-3	7	Cc1ccc(S(=O)(=O)/C(=C/Cl)NC(=O)c2ccccc2)cc1
7	3	-4	6	-7.3	-4	8	-5.7	-18	2	Cc1ccc2nc(-c3ccccn3)c(NC3CCCC3)n2c1
8	12	18	1	0.8	-1	18	-1.2	-2	3	CC(=O)Cc1ccccc1OCC(=O)O
9	-7	3	9	0.1	-16	24	1.0	-24	4	COc1cccc(C(C)NC(=O)Nc2ccccc2Cl)c1 (centres undefined)
10	4	-7	-1	-5.5	-16	33	-4.3	-3	2	COc1ccc(N2CCN(S(=O)(=O)c3c(C(=O)N4CCOCC4)c(C)n(C)c3C)CC2)cc1

With a hit mark in VIM-2 inh, of those listed so far:
No.	PfM18AAP inh	NALP1 yeast inh	IDE cell inh	IMP-1 inh	GPR7 antagonist	PHOSPHO1 inh	VIM-2 inh	p-CIP stab down	IDE cell activ	compound
4	10	23	9	-2.5	-8	4	8.6*	-10	5	CC(C)(C)C(=O)Nc1nnc(SCC(=O)NCc2ccco2)s1

Additional records.
No.	PfM18AAP inh	NALP1 yeast inh	IDE cell inh	IMP-1 inh	GPR7 antagonist	PHOSPHO1 inh	VIM-2 inh	p-CIP stab down	IDE cell activ	compound
11	x	x	1	x	x	13	x	3	2	CC(C)C[C@H](NC(=O)c1nc[nH]c1C(=O)N1CCC(C)CC1)C(=O)OC(C)(C)C
12	6	1	2	-2.1	7	2	6.5	-22	1	CCOc1cc(-c2c(C#N)c(N)nc3c2CCCC3)ccc1O
13	-2	4	1	-4.6	-5	-6	-3.4	2	0	CCOC(=O)c1sc(NCC2CCCO2)nc1C (centres undefined)
14	-5	12	0	-1.6	8	x	3.8	-6	0	Cc1cnc2c(c1)C(=O)c1ccccc1-2
15	-5	-11	3	-2.0	3	-3	-2.5	2	2	COc1cc(C(=O)Nc2nccs2)cc(OC)c1OC
16	4	-6	6	-1.3	17	13	1.6	-12	0	Cc1ccccc1Cn1cc(/C=N/n2cnnc2)c2ccccc21
17	48*	13	1	-2.3	-13	x	-1.1	-5	4	Nn1cnnc1N/N=C/c1ccccc1C(F)(F)F
18	2	0	-2	1.3	-14	32	2.3	8	3	C=CCNC(=O)NC(=O)COC(=O)/C(C#N)=C/c1ccc(OC)cc1
19	1	-14	-4	-4.9	-11	2	-6.3	-1	9	Cn1cc(S(=O)(=O)N2CCOCC2)cc1C(=O)NCc1ccccc1Cl
20	2	16	0	-1.1	-4	11	-2.2	8	2	CCOP(=O)(OCC)C(C)(C)NC(=O)Nc1ccc(Cl)c(Cl)c1

Going on with the list:
No.	PfM18AAP inh	NALP1 yeast inh	IDE cell inh	IMP-1 inh	GPR7 antagonist	PHOSPHO1 inh	VIM-2 inh	p-CIP stab down	IDE cell activ	compound
21	2	-11	0	-3.1	-7	-13	-3.0	1	2	CC(C)(C)c1cc(C(F)(F)F)c(C#N)c(=O)[nH]1
22	0	13	11	-0.8	-8	28	-2.1	-1	-4	COc1ccc(CNC(=O)N2CCN(c3ccc(F)cc3)CC2)cc1Cl
23	-5	6	-1	-3.6	3	32	-2.4	-5	5	CCn1cc(S(=O)(=O)N2CCN(Cc3cccc(Cl)c3)CC2)cn1
24	-5	17	-7	-3.7	3	-8	-2.7	12	-1	CCc1ccc(NC(=O)CSc2nc3ccsc3c(=O)n2CCCCCC(=O)O)cc1
25	-6	2	2	-1.4	12	3	-0.5	-6	4	CC(=O)N1CCCc2ccc(NS(=O)(=O)c3ccc(C)c(C)c3)cc21
26	-1	20	2	-2.4	-6	0	-3.5	5	-5	COc1ccc(C(=O)N/N=C(\C)CC(=O)Nc2ccc3ccccc3c2)c(OC)c1
27	5	7	-2	-3.6	-16	8	-1.8	0	3	COc1cc(CNCCN(C)C)ccc1OCc1c(F)cccc1Cl
28	4	17	-2	-1.3	-17	-6	-3.7	-4	5	CNc1c(N=Cc2cccnc2)c(=O)n(C)c(=O)n1C
29	13	8	10	0.4	-9	81*	-0.9	0	-8	Nc1c(C(=O)NC2CC2)sc2nc3c(c(-c4ccco4)c12)CC/C3=C/c1ccco1
30	1	17	1	-3.8	1	2	-2.8	-18	3	CC(NC(=S)N1CCOCC1)c1ccccc1 (centres undefined)

Screen by screen, from the results shown:
Entries 25–29 in p-CIP stab down, in turn: -6, 5, 0, -4, 0
Entries 25–29 in PfM18AAP inh, in turn: -6, -1, 5, 4, 13

Continuation.
No.	PfM18AAP inh	NALP1 yeast inh	IDE cell inh	IMP-1 inh	GPR7 antagonist	PHOSPHO1 inh	VIM-2 inh	p-CIP stab down	IDE cell activ	compound
31	x	x	9	x	x	18	x	-9	2	CCC1=C2CC[C@H]3C(=O)N(c4ccccc4)C(=O)[C@H]3[C@H]2[C@@]2(C)C(=NCC(=O)OC)OC(=O)N2C1=O
32	4	25	-1	-3.0	-7	30	-3.8	-11	-2	CCOc1c2ccc(C(=O)NCc3ccc(OC(F)(F)F)cc3)cc2nn1CC
33	0	8	2	-2.3	-5	23	-1.0	5	6	CC(NC(=O)c1cc2ccccc2oc1=O)c1ccccc1 (centres undefined)
34	9	6	5	-2.9	0	-12	-4.8	-22	-7	O=C(c1ccccc1F)N1CCN(C2CCC(c3ccccc3)CC2)CC1 (centres undefined)
35	-6	4	1	-7.6	5	52	-0.9	2	8	COc1cccc(C(=O)Nc2nnc(-c3cccs3)s2)c1
36	-6	-20	4	1.6	0	-2	-0.4	2	x	COc1ccc(-n2c(=S)[nH]c3sc4c(c3c2=O)CCc2ccccc2-4)cc1
37	0	41*	2	-0.1	1	8	-0.1	-3	2	COc1ccccc1N1CCN(C(=O)CSc2nc(N)cc(=O)[nH]2)CC1
38	-4	16	7	-4.7	-12	16	-2.1	7	3	O=C(O)Cn1c(=O)c2c3c(sc2n(Cc2ccccc2F)c1=O)CCCC3
39	5	13	-2	-2.9	-7	6	-2.9	-11	5	CCC(NC(=O)NCCCn1ccnc1)(C(F)(F)F)C(F)(F)F
40	11	52*	2	-0.1	15	-10	0.8	-8	3	CCC(=O)c1ccc(OCC(O)CN2CCN(c3cccc(C(F)(F)F)c3)CC2)cc1 (centres undefined)

As entered above.
IDE cell activ, entry 35 is entered as 8
PfM18AAP inh, entry 38 is entered as -4

Carrying on.
No.	PfM18AAP inh	NALP1 yeast inh	IDE cell inh	IMP-1 inh	GPR7 antagonist	PHOSPHO1 inh	VIM-2 inh	p-CIP stab down	IDE cell activ	compound
41	5	26	2	-5.7	-4	-17	-0.8	-25	8	COc1ccccc1CNC(=O)c1nn(-c2ccc(C)cc2)c(=O)c2c1c1ccccc1n2C
42	-2	4	11	-1.7	32*	-7	-2.8	0	1	Cc1cc(Oc2ccc3ccccc3c2)nc(SCC(=O)c2ccccc2)n1
43	-8	11	1	-2.3	-4	34	-1.3	0	-3	COc1ccc(OCc2cc(C(=O)NCC3CCOCC3)no2)c(Cl)c1
44	-7	1	2	-2.7	-4	-14	-0.5	1	3	C/C(=N\Nc1ccc(S(=O)(=O)N2CCOCC2)cc1[N+](=O)[O-])C(C)C
45	1	11	2	-4.2	1	4	-6.9	6	-2	Cc1ccc(NC(=O)CCc2ccc(S(=O)(=O)N3CCOCC3)cc2)c(C)c1
46	-3	-2	x	-0.3	0	8	-0.3	-11	x	O=C(CSc1ncnc2c1cnn2CCc1ccccc1)Nc1ccc(F)cc1
47	-5	33	4	-2.1	-2	47	1.0	-12	6	COC(=O)c1ccc(C(=S)N2CCOCC2)cc1
48	0	6	-3	-1.4	-13	-3	-5.6	0	2	CCCNC(=O)C1CCC(CNS(=O)(=O)c2ccc3c(c2)N(C(C)=O)CCO3)CC1 (centres undefined)
49	16	6	-1	1.0	-11	37	-1.4	6	-1	CCC(=O)NNC(=S)NC(=O)c1ccc(C)cc1
50	-3	13	-2	-2.7	-15	-3	-2.3	-22	x	CC(=O)NS(=O)(=O)c1ccc(NC(=O)c2oc3c(Cl)cccc3c2C)cc1

Other entries
No.	PfM18AAP inh	NALP1 yeast inh	IDE cell inh	IMP-1 inh	GPR7 antagonist	PHOSPHO1 inh	VIM-2 inh	p-CIP stab down	IDE cell activ	compound
51	1	-16	5	-5.4	-11	14	-4.0	-8	1	CC(C)(C)C(=O)Nc1ccc(S(=O)(=O)Nc2nccs2)cc1
52	8	15	2	-2.2	-3	53	-2.0	-3	-4	COc1ccc(N2CCN(C(=O)CN(c3ccc(OC)cc3)S(=O)(=O)c3ccccc3)CC2)cc1
53	2	10	9	-3.7	-5	38	-2.0	-16	-16	Cc1cccc(/N=C/c2c(O)cc(C)oc2=O)n1
54	8	5	-8	-3.5	-13	20	-2.5	8	-6	CN(C)CCNC(=O)c1ccccc1-c1ccccc1
55	4	-6	3	-0.8	6	1	-0.3	-11	2	OC1(c2ccc(Br)cc2)CCNCC1
56	-6	30*	0	-1.6	7	19	1.1	-13	4	O=C(NC1CC1)c1cc2cc(Br)ccc2s1
57	-4	12	1	1.5	9	47	0.8	0	0	O=C(c1cccc(Cl)c1)N1CCN(Cc2ccc3c(c2)OCO3)CC1
58	-3	8	0	-1.8	-12	-9	-1.9	-7	2	Cc1ccnc(NC(=O)CCC(=O)N(CC(=O)NC(C)(C)C)Cc2ccc3c(c2)OCO3)c1
59	1	23	0	-2.7	-12	-45	-4.5	-17	-5	CC1Cc2nc(SCC(=O)Nc3nccs3)n(C)c(=O)c2S1 (centres undefined)
60	-2	27	3	-1.5	-6	-1	-2.8	-6	5	COc1cccc(CN(C)CC(=O)NNC(=O)c2ccc(Cl)cc2)c1
61	3	4	-3	-0.3	-2	10	-1.2	-6	-3	Cc1ccc(NC(=O)CCS(=O)(=O)c2ccc3c(c2)NC(=O)C(C)S3)cc1Cl (centres undefined)
62	-2	-2	-1	-4.7	19*	25	-3.2	-8	3	CCNS(=O)(=O)c1ccc(CCC(N)=O)cc1

Single records, from the list above. Screens in order: PfM18AAP inh, NALP1 yeast inh, IDE cell inh, IMP-1 inh, GPR7 antagonist, PHOSPHO1 inh, VIM-2 inh, p-CIP stab down, IDE cell activ
COc1ccc(N2CCN(C(=O)CN(c3ccc(OC)cc3)S(=O)(=O)c3ccccc3)CC2)cc1 is entered as 8, 15, 2, -2.2, -3, 53, -2.0, -3, -4
CCNS(=O)(=O)c1ccc(CCC(N)=O)cc1 is entered as -2, -2, -1, -4.7, 19*, 25, -3.2, -8, 3
